# High-throughput results as filed in PubChem.
# CSN inh: inhibitors of human CSN-mediated cullin deneddylation; Purified CSN, SCF-Nedd8-OG deneddylation, fluorescence polarization; hit rate 0.38% among 360,000; inhibition, % at 12.5 µM; AID 651999;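 active = pattern-corrected inhibition above about 35%, with an unprinted fluorescence ratio check between 0.5 and 1.5, limit read from the data, passing the limit was not always enough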;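 also: 0% = enzyme with substrate and 100% = substrate without enzyme; some results filed as inactive read as strong as hits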
#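 Assay system: purified human Csn5 enzyme expressed in HEK293T cells; measure: % inhibition; also added: SCFSkp2-Nedd8OG substrate at 10 nM final; technique: fluorescence polarization; times: reaction 90 min, room temperature; medium: Tris buffer pH 7.5, NaCl, DTT, Tween-20, trehalose, ovalbumin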
# MT1-MMP act inh: blocks activation of human MT1-MMP. P50281. HT1080 RFP-PRO-GFP cells, GFP/RFP ratio fluorescence, overnight; percent of plate control window, DMSO zero. GFP/RFP ratio change, % at 20 µM. hit rate 0.061% among 360,000. AID 651647;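 active = GFP/RFP ratio change of at least 30% with cell ATP level not reduced by more than half and red fluorescence within 50% of control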; also: strong numbers were not always called active
#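 Material – HT1080 RFP-PRO-GFP cells · Control set – DMSO wells and RFP-L50D-GFP cells · Incubation – overnight cell settling, then overnight compound exposure, 37 °C, 5% CO2 · Compound dosing – single-point 20 µM compound, 1% DMSO · Read-out – GFP/RFP fluorescence ratio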
# FAS-TE inh: inhibitors of human fatty acid synthase thioesterase domain; recombinant FAS-TE, OMFH fluorogenic substrate, fluorescence endpoint; inhibition, % at 15 µM; hit rate 0.67% among 360,000; P49327;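 active = compounds whose normalised, plate-corrected inhibition of enzyme fluorescence in the single-dose primary screen is 50% or more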;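 also: 0% = DMSO with enzyme and 100% = substrate without enzyme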
# MsrA act: activates bovine MsrA enzyme | purified bovine MsrA, absorbance read-out | activation, % at 10.6 µM | hit rate 0.3% among 360,000; in the data active = activation above about 7.5%;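 also: 0% = vehicle and 100% = reference activator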
# E coli Lon inh: inhibits E. coli Lon protease; purified E. coli Lon protease, fluorescence polarization; hit rate 0.42% among 360,000; inhibition, % at 7.94 µM; in the data active = inhibition above about 13%, passing the limit was not always enough;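 also: 0% = enzyme with probe and DMSO and 100% = no enzyme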
# Target sequence (P0A9M0 whole entry, looked up): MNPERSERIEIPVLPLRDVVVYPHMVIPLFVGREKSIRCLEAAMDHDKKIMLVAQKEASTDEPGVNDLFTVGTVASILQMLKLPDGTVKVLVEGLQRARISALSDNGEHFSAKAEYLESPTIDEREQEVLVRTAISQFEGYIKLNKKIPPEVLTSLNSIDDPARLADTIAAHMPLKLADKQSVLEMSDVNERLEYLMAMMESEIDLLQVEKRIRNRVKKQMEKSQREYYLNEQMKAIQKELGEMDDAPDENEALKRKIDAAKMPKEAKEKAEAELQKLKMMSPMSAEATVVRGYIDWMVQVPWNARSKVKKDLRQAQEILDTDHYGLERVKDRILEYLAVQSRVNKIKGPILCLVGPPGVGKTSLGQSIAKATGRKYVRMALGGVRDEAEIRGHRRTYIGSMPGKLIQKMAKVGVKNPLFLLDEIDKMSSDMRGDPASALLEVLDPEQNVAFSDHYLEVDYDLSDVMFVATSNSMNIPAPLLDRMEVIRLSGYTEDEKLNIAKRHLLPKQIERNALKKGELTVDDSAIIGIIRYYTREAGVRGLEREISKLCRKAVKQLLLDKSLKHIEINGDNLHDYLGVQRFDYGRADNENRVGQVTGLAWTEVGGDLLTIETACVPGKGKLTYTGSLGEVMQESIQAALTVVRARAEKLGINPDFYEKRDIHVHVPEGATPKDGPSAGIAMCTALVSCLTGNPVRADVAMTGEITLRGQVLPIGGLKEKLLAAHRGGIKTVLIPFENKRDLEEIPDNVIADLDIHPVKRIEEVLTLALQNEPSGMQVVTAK
# MsrA inhibitor: inhibitors of bovine MsrA; hit rate 0.75% among 360,000; purified bovine MsrA, absorbance read-out; AID 651718; inhibition, % at 15.5 µM; in the data active = inhibition above about 4.5%;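 also: 0% = vehicle wells with enzyme and 100% = reference inhibitor wells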
# Rin1 Abl inh: blocks binding of human Rin1 to Abl. TR-FRET Rin1/Abl binding, biochemical. inhibition, % at 7.35 µM. hit rate 0.4% among 360,000. AID 588664; in the data active = inhibition above about 5%, passing the limit was not always enough
# PABP1 MLLE inh: inhibitors of microRNA-mediated deadenylation, human PABP1 MLLE binding | P11940 | GST-MLLE / FITC-PAM2 fluorescence polarization | inhibition, % at 20 µM | hit rate 0.36% among 360,000; in the data active = inhibition above about 35%, passing the limit was not always enough;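 also: plate controls were DMSO wells with GST-MLLE for no effect and wells lacking GST-MLLE protein for full effect; some results filed as inactive read as strong as hits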
# Rpn11 block: inhibitors of human proteasome Rpn11. O00487. AID 588493. human 26S proteasome, Ub4-pepOG fluorescence polarization; 20S core pre-blocked with epoxomicin. hit rate 0.59% among 360,000. calls only at 20 µM;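 active = inhibition at 20 µM, scaled to each plate's controls, above about 33%, limit read from the data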
# * marks the source's active call; other numbers are inactive results; i = inactive; · = not tested or not shown.
SMILES,CSN inh,MT1-MMP act inh,FAS-TE inh,MsrA act,E coli Lon inh,MsrA inhibitor,Rin1 Abl inh,PABP1 MLLE inh,Rpn11 block
CCc1cc[n+](CC(=O)Nc2ccc(Cl)cc2Cl)cc1,-3.3,-1.7,-4.8,-8.0,7.2,0.7,2.8,0.1,i
N#Cc1c(-c2ccccc2)ccn(Cc2cccc(Cl)c2)c1=O,0.0,-2.5,15.5,-4.5,-0.8,1.4,-4.0,-4.1,i
CC(=O)C1=C(O)C(=O)N(CCC(=O)O)C1c1cccc(F)c1 (stereo not given),0.6,4.2,-2.5,-6.6,4.6,2.5,-1.0,-1.4,i
Cc1c(-c2ccccc2)cnc2c(C)cccc12,3.8,6.5,23.8,-3.7,-1.7,-0.3,-1.9,3.9,i
Cc1ccc(CNC(=O)CNS(=O)(=O)c2ccc3c(c2)C(C)(C)C(=O)N3C)cc1,-2.1,-1.3,-7.7,-2.0,-4.9,1.5,0.5,0.5,i
CCC(C)[C@H](NC(=O)OC(C)(C)C)C(=O)N/N=C/C1=Cc2ccccc2OC1 (stereo not given in full),4.4,-7.1,-1.1,-4.2,0.1,2.3,-1.4,11.6,i
O=C(CSc1ncnc2nc[nH]c12)c1ccc(Cl)cc1,2.9,10.0,1.6,-0.5,-3.9,0.2,-1.2,-4.3,i
CCCNC(=O)Nc1ccc(NC(C)=O)cc1,-4.0,-0.8,-13.2,-2.3,0.8,-1.2,1.2,2.8,i
COC(=O)CSc1nc2ccccn2c(=O)c1C=O,-2.4,-7.5,-4.4,-4.4,5.2,1.5,1.0,3.5,i
Cc1ccc(CN2CCNC(=O)C2CC(=O)NCCCn2cccn2)o1 (stereo not given),-7.9,-0.1,-1.2,-3.6,-1.1,-0.5,3.6,-5.2,i
CC(C)(C)OC(=O)CC12CCCCC1NC(=O)O2 (stereo not given),5.6,-1.6,-12.0,-3.6,10.9,0.8,2.6,-4.6,i
O=C1C2CCCN2C(=O)N1CCN1CCN(c2cccc(C(F)(F)F)c2)CC1 (stereo not given),-2.4,0.8,-4.9,-1.3,-3.7,-1.0,-2.4,14.6,i
CCN(Cc1ccccc1)Cc1nc(CCc2ccccc2)no1,-0.2,0.6,11.2,-4.4,-1.9,0.2,-0.9,15.3,i
COc1ccc(OCCNC(=O)C(Cc2c[nH]c3ccccc23)NC(C)=O)cc1 (stereo not given),0.3,-1.9,-7.3,-8.0,2.9,-1.1,0.1,-8.8,i
COc1ccc(NC(=O)C2CCCN(S(=O)(=O)c3cccnc3)C2)c(OC)c1 (stereo not given),3.0,2.8,-2.7,-0.8,0.0,-0.3,-4.8,-1.7,i
C=CCSc1nnc(-c2ccncc2)n1-c1ccc(OCC)cc1,6.0,-0.7,-8.8,1.1,-7.0,-0.5,-0.2,-25.2,i
O=C(Nc1cccc(F)c1)C1CCN(C(=O)N2CCOc3ccccc32)CC1,-2.4,2.2,-3.6,-0.5,-6.0,0.9,0.4,9.6,i
CCOC(=O)c1c(NC(=O)CSc2nc3c(c(=O)n(C)c(=O)n3C)n2CC)sc(C)c1C,-1.7,5.7,0.1,-9.2,-7.0,0.0,0.9,4.6,i
Cc1cc2c(c(C)c1Cl)C(c1ccc3c(c1)OCO3)CC(=O)O2 (stereo not given),3.3,2.6,26.5,-3.1,-3.6,0.1,-1.1,11.0,i
CCOC(=O)C1CCCN(c2c(NCCc3cccc(C)c3)c(=O)c2=O)C1 (stereo not given),3.3,1.3,-0.6,-1.4,-6.6,-0.3,-0.6,-0.9,i
COc1cc(CNCc2ccc3c(c2)OCO3)c([N+](=O)[O-])cc1OC,-0.8,-0.7,-0.3,-2.5,-8.3,0.6,-0.9,-1.0,i
CCN1CCN(Cc2ccc(OC)c(OCc3ccccc3)c2)CC1,-9.1,-2.0,-4.4,-1.9,1.6,-0.9,-4.2,-3.2,i
CCCCCCCCCOC(=O)C1N2C(=O)[C@@H](NC(=O)COc3ccccc3)[C@H]2SC1(C)C (stereo not given in full),0.0,2.2,37.6,0.3,2.9,1.0,3.3,6.8,i
CCOC(=O)CNS(=O)(=O)c1cc(-c2nn(C)c(=O)c3ccccc23)ccc1C,0.7,-0.5,-5.3,-8.8,-7.7,0.4,2.3,12.1,i
O=C(NC1CCCCC1)c1cc(-c2ccc(Cl)cc2)on1,2.3,1.5,-3.7,-4.0,2.5,0.2,1.5,4.4,i
COc1ccc2c(c1)-c1nc(/N=C/c3ccc(O)cc3)sc1CC2,-3.9,6.5,-15.1,-3.4,-1.1,4.5,-3.0,-75.2,i
CC1=C(C(N)=O)C(c2cccc(OCc3ccccc3)c2)n2nnnc2N1 (stereo not given),2.0,1.1,-7.0,-5.1,10.5,0.4,-1.8,-2.2,i
O=C(NCc1cccs1)C1CCCN1C(=O)Nc1ccccc1 (stereo not given),-4.5,0.3,-10.2,-8.8,6.6,0.6,2.1,10.3,i
CCc1nnc(NC(=O)CN2CCN(Cc3ccccc3Cl)CC2)s1,0.6,0.6,-3.7,-2.2,-8.8,-0.8,-1.0,-2.4,i
CCCCn1c(N)c(N(CC(C)C)C(=O)CSCc2ccc(Cl)c(Cl)c2)c(=O)[nH]c1=O,7.3,-10.5,6.8,-6.3,-9.6,-0.2,3.0,-1.2,i
Cc1cc(C(C)(C)C)oc1C(=O)O,0.2,-2.2,-5.1,-2.8,8.0,0.4,0.2,1.8,i
Cc1ccc(F)c(C2C3C=CCC(c4cccc(-c5ccc(N(C)C)cc5)c4)C3C(=O)N2Cc2ccccc2)c1 (stereo not given),-2.2,2.8,35.1,-0.4,-2.1,1.7,1.2,-0.2,i
Cn1c(=O)c(=O)n(C)c2cc(S(=O)(=O)N3CCC(Cc4ccccc4)CC3)ccc21,-0.6,-8.4,-11.6,-3.9,-7.0,0.7,0.3,-5.1,i
C=CCN(Cc1nc(-c2ccccc2)no1)C(=O)c1ccc2c(c1)OCO2,-2.6,-3.3,30.1,4.4,3.1,-0.1,2.2,-11.3,i
COc1cccc(COC(=O)C2CC(=O)N(Cc3ccc(C)cc3)C2)c1OC (stereo not given),2.2,1.9,0.0,-1.1,0.0,-1.2,0.6,0.3,i
Fc1cccc(-c2nn[nH]n2)c1,-0.9,-0.4,-6.6,-9.8,-2.0,-0.2,-3.0,-1.9,i
COc1ccccc1Nc1nc(N)nc(CN2CCN(Cc3ccccc3)CC2)n1,-4.5,2.9,-4.9,1.4,2.8,-1.1,1.6,9.5,i
CCOc1ccc(NC(=O)CSc2nnc(Cc3cccn3C)n2-c2ccc(OC)cc2)cc1,0.9,1.2,1.9,2.2,-3.1,·,-3.1,-9.0,i
COc1cccc(CNC(=O)CCC2CCCN(C(=O)C3CCOCC3)C2)c1 (stereo not given),-5.8,0.8,-2.1,-1.7,3.9,-0.1,0.8,1.2,i
Cc1ccc(OCc2ccc(C(=O)Nc3nc4ccccc4n3C)o2)c([N+](=O)[O-])c1,1.3,13.2,-9.0,-6.6,-3.9,1.9,-0.7,-13.8,i
O=C(CCN1C(=O)C2C3C=CC(C3)C2C1=O)N1CCN(c2ccccc2Cl)CC1 (stereo not given),8.9,3.6,-7.9,-3.9,0.3,0.1,-1.0,-7.4,i
CCN(CC)S(=O)(=O)c1ccc2c(c1)c(=O)c(C(=O)N1CCc3ccccc3C1)cn2C,-0.2,-0.9,4.7,-1.6,1.6,2.8,-0.4,4.5,i
CCN(CC)S(=O)(=O)c1ccc2nc(NC(=O)c3cccs3)sc2c1,3.8,1.5,2.9,-1.4,-10.9,3.4,-2.3,-12.8,i
Cc1cc(C)c(-c2cc(NC(=O)CSc3nncn3C)n(-c3ccccc3)n2)cc1C,1.5,2.9,5.9,2.0,4.3,0.0,-0.4,-21.7,i
CCC(=O)N1CCc2cc(Br)cc(S(=O)(=O)NCC3CCCO3)c21 (stereo not given),-3.3,2.2,-3.8,3.1,-1.1,-0.4,3.6,4.0,i
COCC(=O)NC1CCN(S(=O)(=O)c2cccc(C(C)=O)c2)CC1,-5.4,-20.9,-1.3,-0.7,3.7,1.6,1.4,-7.8,i
CCOCCc1nnc(NC(=O)CS(=O)(=O)c2ccc(C)cc2)s1,-0.1,0.9,-2.0,4.9,-2.2,0.2,0.7,2.0,i
CC(C)c1ccc(OCC(=O)Nc2ccc(OC(F)(F)F)cc2)cc1,-10.0,3.7,-0.3,-3.0,-8.2,0.0,0.5,-0.3,i
CN(C(=O)CSc1nncn1-c1ccccc1)C1CCS(=O)(=O)C1 (stereo not given),0.7,5.0,-2.8,-8.3,5.5,-1.7,5.2,12.3,i
Cc1nn(CC(=O)N2CCc3ccccc3C2)c(C)c1[N+](=O)[O-],-1.7,-1.3,20.8,-1.5,-9.2,-0.1,1.6,4.8,i
COc1ccc(Cl)cc1NC(=O)C(C)OC(=O)C1=NNC(=O)CC1 (stereo not given),1.8,2.0,-3.4,-5.9,-6.7,0.2,2.7,7.5,i
C#CC1(NC(=O)N(C)C)CCCCC1,3.0,-2.1,-9.7,-9.7,-1.7,0.4,3.7,6.0,i
CCN(C/C=C/c1ccccc1OC)Cc1ccccc1,-1.9,-2.0,1.4,-3.0,3.1,-1.2,1.8,-7.8,i
Cc1cccc(C)c1NC(=O)C(NS(=O)(=O)c1cccs1)c1ccccc1 (stereo not given),-10.6,-2.5,-3.8,-5.0,-7.8,-1.1,0.2,-0.8,i
CCN(C(=O)c1ccc(S(=O)(=O)N(C)C)cc1)C(C)C(=O)Nc1ccc(C)cc1 (stereo not given),2.4,-1.3,-3.2,-1.9,-7.7,-0.6,-0.4,19.9,i
CCOP(=O)(OCC)C(NC(=O)c1ccc(OC)c(OC)c1)c1ccccc1 (stereo not given),-7.4,-0.5,-2.4,-2.0,2.2,-1.5,0.9,5.1,i
O=C(O)C1CC=CCC1C(=O)NCCc1cccc(Cl)c1 (stereo not given),4.8,6.8,-6.2,-1.1,-5.0,·,-0.5,-1.9,i
COCC(C)NC(=O)c1cc(S(=O)(=O)N2CCCCC2)ccc1N1CCOCC1 (stereo not given),-1.8,1.5,-3.1,-8.5,-1.0,-0.6,-1.4,-24.3,i
CCOc1ccc(NC(=O)C(=S)NC2CCCCC2)cc1,0.2,0.9,24.5,-4.0,-7.7,-1.6,-1.6,0.7,i
CC1CCc2sc(C(=O)N/N=C/c3ccc(O)cc3)cc2C1 (stereo not given),-1.0,-1.1,27.2,-6.5,-0.7,1.7,-1.0,-3.8,i
